Screens deposited in PubChem BioAssay by several laboratories.
CYP2C19 inhib = inhibitors of human CYP2C19; P33261; actives 21% (n = 96,000); inhibition, % at 5 µM; CYP2C19 Supersomes, luciferin-H EGE luminescence, 30 min;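 active = CYP2C19 inhibition above a set limit at 5 µM in the primary screen, cut at about 50% in these data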;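 also: plate controls were negative control wells for no effect and 2.5 mM tranylcypromine positive control for full effect; values of inactives mirror those of a sister screen read the other way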
hDAT+cocaine = changed human dopamine transporter uptake under cocaine IC80 | Q01959 | LLC-PK1 hDAT cells, [14C]-dopamine uptake with cocaine IC80; actives deviate in either direction | B-score at 10 µM | actives 1.3% (n = 110,000) | AID 449768;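 active = Z score or B-score, a plate-position-corrected score, falls beyond the plate's 99.7% confidence bounds, in either direction; inactive = both scores lie inside the 99.7% bounds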;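 also: scored against the spread of the other compound wells on the same plate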
Target sequence (Q01959 whole entry, looked up): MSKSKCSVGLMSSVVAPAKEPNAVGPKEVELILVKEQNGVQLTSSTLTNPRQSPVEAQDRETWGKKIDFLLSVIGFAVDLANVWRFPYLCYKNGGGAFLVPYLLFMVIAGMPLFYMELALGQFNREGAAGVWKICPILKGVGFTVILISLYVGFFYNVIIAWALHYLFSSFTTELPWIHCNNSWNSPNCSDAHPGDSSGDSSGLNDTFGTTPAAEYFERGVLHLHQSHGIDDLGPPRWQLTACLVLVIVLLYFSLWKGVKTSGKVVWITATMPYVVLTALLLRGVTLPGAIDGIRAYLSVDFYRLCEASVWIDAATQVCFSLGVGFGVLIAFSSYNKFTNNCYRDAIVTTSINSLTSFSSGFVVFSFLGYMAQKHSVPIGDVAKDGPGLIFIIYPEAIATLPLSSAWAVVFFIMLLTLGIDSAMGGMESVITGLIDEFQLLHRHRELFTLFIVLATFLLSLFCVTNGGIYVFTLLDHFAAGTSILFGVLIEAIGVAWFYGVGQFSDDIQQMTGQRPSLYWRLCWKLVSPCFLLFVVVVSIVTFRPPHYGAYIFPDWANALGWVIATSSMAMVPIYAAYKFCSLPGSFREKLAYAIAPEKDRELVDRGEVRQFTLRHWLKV
CYP2C9 inh = human CYP2C9 inhibition; P11712; actives 20% (n = 96,000); inhibition, % at 5 µM; CYP2C9 Supersomes, luciferin-H conversion, luminescence;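 active = blocking of liver enzyme CYP2C9 beyond about 50% at 5 µM, limit read from the data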; also: values of inactives mirror those of a sister screen read the other way
Target sequence (P11712 whole entry, looked up): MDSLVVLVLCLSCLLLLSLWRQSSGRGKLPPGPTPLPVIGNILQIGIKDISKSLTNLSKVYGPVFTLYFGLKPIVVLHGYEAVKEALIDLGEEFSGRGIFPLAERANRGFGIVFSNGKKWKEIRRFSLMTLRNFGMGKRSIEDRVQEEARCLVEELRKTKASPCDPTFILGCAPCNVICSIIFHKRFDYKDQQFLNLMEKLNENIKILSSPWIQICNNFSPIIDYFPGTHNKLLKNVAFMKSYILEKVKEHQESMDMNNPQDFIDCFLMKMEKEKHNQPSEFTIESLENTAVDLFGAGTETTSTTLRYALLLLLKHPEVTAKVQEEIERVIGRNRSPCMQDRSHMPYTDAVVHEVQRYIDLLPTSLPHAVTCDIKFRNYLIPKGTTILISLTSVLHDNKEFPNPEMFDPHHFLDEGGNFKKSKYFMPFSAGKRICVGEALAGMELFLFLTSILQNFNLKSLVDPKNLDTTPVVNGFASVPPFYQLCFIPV
IL1B cytotox = toxic to HUVEC cells under IL-1B stimulation; HUVEC cell count loss, Hoechst imaging, IL-1B stimulated; cell count reduction, % at 2 µM; actives 0.41% (n = 94,000);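 active = cell count reduction more than 3 SD above the screen-wide mean, cut at about 70% in these data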;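 also: normalized per plate to untreated control cells as the no-loss baseline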
VCAM1 TNFa inh = reduces TNF alpha induced VCAM1 expression in HUVEC. HUVEC TNFa-induced VCAM-1 immunofluorescence, high-content imaging. inhibition, % at 2 µM. actives 0.48% (n = 95,000);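 active = inhibition above the batch mean plus 3 SD, with images confirmed as a hit by eye, cut at about 37% in these data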;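 also: 0% = TNF-stimulated DMSO wells and 100% = unstimulated control wells; not every result past the cut was called active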
TNFa cytotox = toxic to HUVEC cells under TNF alpha stimulation; HUVEC TNFalpha-stimulated, Hoechst cell count, imaging; cell count reduction, % at 2 µM; actives 0.17% (n = 93,000);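 active = cell count reduction exceeding the screen mean by over 5 SD, scaled to untreated wells per plate, cut at about 78% in these data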;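 also: cells counted after 24 h of TNF alpha exposure following the 1 h pretreatment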
CYP2C9 act = activators of human CYP2C9. P11712. recombinant CYP2C9, luciferin-H conversion, luminescence; stronger effect = higher value; factor 1 = untreated enzyme, 0 = blocked. activation factor at 5 µM. actives 1.4% (n = 96,000). AID 1024;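 active = activation factor of 2 or more for CYP2C9 at a 5 µM dose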;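 also: 0 = sulfaphenazole-blocked wells and 1 = vehicle-only wells; values of inactives mirror those of a sister screen read the other way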
CYP2C19 act = increases human CYP2C19 enzyme activity; recombinant CYP2C19, luciferin-H EGE luminescence; stronger effect = higher value; 0 = fully inhibited enzyme, 1 = untreated enzyme; activation factor at 5 µM; 96,000 tested, under 10 active;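 active = activation factor of at least 2 at 5 µM in the primary screen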;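 also: 0 = wells with 2.5 mM tranylcypromine and 1 = vehicle-only wells; values of inactives mirror those of a sister screen read the other way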
Candida biofilm = kills Candida albicans biofilms. C. albicans biofilm + clotrimazole, Alamar Blue. inhibition, % at 6 µM. actives 0.14% (n = 85,000);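 active = inhibition above 20%; inactive = inhibition below 20%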;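 also: preformed 24 hr biofilms exposed to compound for 48 hr; 0% = biofilm without compound and 100% = blank killed by clotrimazole plus chlorhexidine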
* hit, by the source's call; / = not tested or not shown.

(1) c1ccc(-c2noc(CSc3nnnn3C3CCCCC3)n2)cc1
(2) COc1ccc(C2=NOC(C(=O)Nc3c(C)n(C)n(-c4ccccc4)c3=O)C2)cc1 (stereo unspecified)
(3) O=C1C2C3c4ccccc4C(c4ccccc43)C2C(=O)N1c1cccc2cccnc12 (stereo unspecified)
(4) COc1ccc(/C=N/NC(=O)c2ccn[nH]2)cc1COc1ccc(Cl)cc1
(5) CCOC(=O)c1c(NC(=O)c2nn(CC)cc2Br)c(C#N)cn1-c1ccccc1
(6) COc1cc(/C=N/NC(N)=S)ccc1OCC(=O)Nc1ccc(C)c(C)c1
(7) COc1ccc(N(CC(=O)Nc2cccc(C)c2)S(=O)(=O)c2c(C)n[nH]c2C)cc1
(8) CCOC(=O)C1CCN(S(=O)(=O)c2ccc(OCC)cc2)CC1

Compound,1,2,3,4,5,6,7,8
CYP2C19 inhib,28,-13,0,37,75*,-10,95*,94*
hDAT+cocaine,0.4,-0.48,-0.29,1,1.6,0.043,0.0094,-0.059
CYP2C9 inh,39,-6,-2,38,-2,-8,79*,-11
IL1B cytotox,-35,6,-14,/,-31,-13,-9,-19
VCAM1 TNFa inh,6,12,0,6,8,8,11,3
TNFa cytotox,-14,-19,-7,-6,-25,-21,-19,9
CYP2C9 act,0.6,1.1,1,0.6,1,1.1,0.2,1.1
CYP2C19 act,0.7,1.1,1,0.6,0.2,1.1,0,0.1
Candida biofilm,1,1,/,/,4,/,8,/

(9) Cc1ccc(S(=O)(=O)NCC(=O)OCC(=O)NC(=O)c2cccn2C)cc1
(10) Cn1c(Oc2ccccc2)c(C=O)c2ccccc21
(11) Cc1cc(C)n(-c2nc3ccccc3n3nnnc23)n1
(12) CCOC(=O)/N=C(/NC(=O)Nc1ccc(C(=O)OCC)cc1)OC
(13) CSc1nc(Oc2ccc(C)cc2)cc(C(F)(F)F)n1
(14) O=C(c1cc2c(s1)-c1ccccc1OC2)N1CCN(c2ccccc2)CC1
(15) O=C(N/N=C/c1c[nH]c2ccc(Br)cc12)c1ccn(Cc2ccc(Cl)cc2)n1
(16) CC1(C)CC(=O)C=C(OC(=O)c2ccc(Cl)cc2)C1

Compound,9,10,11,12,13,14,15,16
CYP2C19 inhib,8,47,20,-1,-6,72*,30,18
hDAT+cocaine,-0.23,2.4,0.014,-1.2,-0.057,-0.0024,/,0.016
CYP2C9 inh,19,-59,3,3,0,71*,48,53*
IL1B cytotox,-9,-46,/,-33,-2,9,1,/
VCAM1 TNFa inh,-5,16,/,22,-38,4,7,/
TNFa cytotox,-6,-38,/,-1,/,-26,-7,/
CYP2C9 act,0.8,1.6,1,1,1,0.3,0.5,0.5
CYP2C19 act,0.9,0.5,0.8,1,1.1,0.3,0.7,0.8
Candida biofilm,-2,/,3,8,/,2,/,/

(17) CCCCCCn1c(N2CCN(c3cccc(Cl)c3)CC2)nc2c1c(=O)[nH]c(=O)n2C
(18) O=C(NC(C(=O)c1ccccc1)N1CCCCC1)c1ccccc1 (stereo unspecified)
(19) CCCCOC(=O)Nc1nc2ccc(OC)cc2s1
(20) O=C(NCc1ccccc1Cl)C1CCN(S(=O)(=O)N2CCC3(CC2)OCCO3)CC1
(21) CC(C)OC(=O)CN1CCN(S(=O)(=O)c2cc(Cl)ccc2Cl)CC1
(22) CCN1CCN(C(=O)CCCCCn2c(=O)[nH]c3cc(C(=O)OC)ccc3c2=O)CC1
(23) COC(=O)c1ccccc1NC(=O)c1ccc(NS(C)(=O)=O)cc1
(24) c1ccc(-c2cc(-c3nc(-c4cccnc4)no3)c3ccccc3n2)cc1

Compound,17,18,19,20,21,22,23,24
CYP2C19 inhib,-9,77*,-1,15,83*,5,7,9
hDAT+cocaine,0.31,1.1,-0.24,/,0.42,0.18,0.44,/
CYP2C9 inh,2,99*,12,16,-114,-3,-26,10
IL1B cytotox,-9,/,-6,-31,/,-5,-33,/
VCAM1 TNFa inh,7,/,4,-10,/,4,-10,/
TNFa cytotox,-22,/,-6,-29,/,-4,-23,/
CYP2C9 act,1,0,0.9,0.8,2.1*,1,1.3,0.9
CYP2C19 act,1.1,0.2,1,0.9,0.2,1,0.9,0.9
Candida biofilm,4,/,8,-1,5,2,5,2

(25) Cc1cccc(C)c1NC(=O)Cn1nc(-c2ccccc2)nc1-c1ccccc1
(26) Cc1cc(C)nc(SCc2nnc(SCC(=O)Nc3c(C)cccc3C)o2)n1
(27) COc1ccnc(Oc2ccc(F)cc2)c1C(=O)N/C=N/OCc1ccc(Cl)cc1Cl
(28) NC(=O)C1CCN(C(=O)CN(c2cccc(C(F)(F)F)c2)S(=O)(=O)c2ccccc2)CC1
(29) Cc1sc(-c2ccncc2)nc1OC(=O)c1cc(Cl)cc(Cl)c1
(30) CN(Cc1ccccc1)S(=O)(=O)c1ccc(Cl)nc1
(31) Cc1ccc(CNC(=O)C2CC(c3cccc([N+](=O)[O-])c3)=NO2)cc1 (stereo unspecified)
(32) Cc1ccc(C(=O)COC(=O)CNC(=O)c2ccco2)cc1

Compound,25,26,27,28,29,30,31,32
CYP2C19 inhib,41,/,9,4,53*,70*,75*,45
hDAT+cocaine,-0.14,0.98,-0.66,-0.096,-1.6,-0.96,-0.14,0.26
CYP2C9 inh,66*,/,25,10,68*,17,4,10
IL1B cytotox,/,-19,-12,0,11,-39,-7,-39
VCAM1 TNFa inh,/,21,12,7,4,-3,-5,1
TNFa cytotox,/,/,-34,-15,-11,-5,-10,3
CYP2C9 act,0.3,/,0.8,0.9,0.3,0.8,1,0.9
CYP2C19 act,0.6,/,0.9,1,0.5,0.3,0.2,0.5
Candida biofilm,/,8,/,8,3,/,/,/

(33) O=C(NCc1cn(-c2ccccc2)nc1-c1ccccc1)c1cc([N+](=O)[O-])cc([N+](=O)[O-])c1
(34) Cc1cc(-n2c(C)cc(C(=O)CSc3ccc4c(c3)OCCO4)c2C)no1
(35) C=C(C)COc1ccc(-c2nc(N)nc(C)c2Oc2ccccc2OC)c(O)c1
(36) COc1cccc(C2C(C(=O)c3sc(C)nc3C)=C(O)C(=O)N2CCN(C)C)c1OC (stereo unspecified)
(37) CC1=CC(C)(C)N(C(=O)CSc2nnc(N)s2)c2cc(C)c(C)cc21
(38) Cc1nn(Cc2cccc(F)c2)c(C)c1NC(=O)c1ccc(COc2ccccc2Cl)cc1
(39) CCOC(=O)c1cnn2c(C)cc(-c3ccccc3)nc12
(40) CC(=O)Nc1ccc(S(=O)(=O)NCc2ccc(C)cc2)cc1

Compound,33,34,35,36,37,38,39,40
CYP2C19 inhib,31,89*,17,2,77*,46,45,60*
hDAT+cocaine,-0.43,2.1,0.18,/,-0.8,0.22,-1.2,-0.47
CYP2C9 inh,67*,31,24,-5,70*,65*,16,-5
IL1B cytotox,-7,4,-30,/,-39,15,-23,-18
VCAM1 TNFa inh,-11,-2,10,/,4,4,-6,-16
TNFa cytotox,-12,-24,-25,/,-8,18,-38,-20
CYP2C9 act,0.3,0.7,0.8,1.1,0.3,0.3,0.8,1
CYP2C19 act,0.7,0.1,0.8,1,0.2,0.5,0.6,0.4
Candida biofilm,/,12,6,1,/,/,10,2

(41) O=C(CSc1ncn[nH]1)Nc1ccccc1Sc1ccc(Cl)cc1
(42) COC(=O)c1ccccc1NC(=O)Nc1cnccn1
(43) CSCC[C@H](NC(=O)OCc1ccccc1)C(=O)O
(44) CC1=C(C(=O)Nc2ccccc2)C(c2ccco2)NC(=S)N1 (stereo unspecified)
(45) CN(c1nc2c(c(=O)n(C)c(=O)n2C)n1CC(=O)c1ccccc1)C1CCCCC1
(46) CNc1ncc(C(=O)c2ccc(Cl)cc2)s1
(47) CCN(CC)C(=O)C1CCCN(Cc2ccccc2F)C1 (stereo unspecified)
(48) CCc1ccc(/C=C2\SC(=S)N(CCCC(=O)Nc3ccccn3)C2=O)cc1

Compound,41,42,43,44,45,46,47,48
CYP2C19 inhib,98*,-1,2,14,46,65*,14,26
hDAT+cocaine,-0.57,2,-0.033,1.1,1.9,0.028,-1.8,-0.39
CYP2C9 inh,93*,-6,39,11,66*,47,-1,47
IL1B cytotox,4,46,5,-10,-11,-10,/,-11
VCAM1 TNFa inh,11,0,12,16,-67,-6,/,11
TNFa cytotox,-1,1,-10,-2,-50,-2,/,-12
CYP2C9 act,0.1,1.1,0.6,0.9,0.3,0.5,1,0.5
CYP2C19 act,0,1,1,0.9,0.5,0.3,0.9,0.7
Candida biofilm,5,6,0,/,6,/,6,/

Brought forward from above: two compounds; new compounds follow.
(47) CCN(CC)C(=O)C1CCCN(Cc2ccccc2F)C1 (stereo unspecified)
(48) CCc1ccc(/C=C2\SC(=S)N(CCCC(=O)Nc3ccccn3)C2=O)cc1
(49) CCn1c(CNc2nc(-c3ccccc3)cs2)nnc1SCC(=O)NCc1ccccc1
(50) Cc1nc(C)c(-c2csc(NCc3ccco3)n2)s1
(51) CCC(=O)Nc1cc(=O)[nH]c2ncnn12
(52) Cc1cc2cc(CN(CCCN3CCOCC3)C(=O)NC3CCCCC3)c(=O)[nH]c2cc1C
(53) CCC1CCCCN1CCCNC(=O)CC1Oc2ccccc2NC1=O (stereo unspecified)
(54) CCOc1ccc(N2CCn3c2nc2c3c(=O)n(CCc3ccccc3)c(=O)n2C)cc1
(55) Cc1ccccc1C(=O)Nc1ccc2c(c1)OCO2
(56) O=C(Nc1ccc(S(=O)(=O)N2CCCC2)cc1Cl)C1=COCCO1

Compound,47,48,49,50,51,52,53,54,55,56
CYP2C19 inhib,14,26,/,69*,4,-6,-8,2,84*,16
hDAT+cocaine,-1.8,-0.39,-0.4,-1.3,-0.099,0.99,-0.94,/,2,1.7
CYP2C9 inh,-1,47,/,-169,3,-5,-3,22,38,20
IL1B cytotox,/,-11,16,/,6,-2,-9,/,-22,-2
VCAM1 TNFa inh,/,11,2,/,1,18,9,/,19,18
TNFa cytotox,/,-12,-14,/,-11,-27,-36,/,20,-8
CYP2C9 act,1,0.5,/,2.7*,1,1.1,1,0.8,0.6,0.8
CYP2C19 act,0.9,0.7,/,0.3,1,1.1,1.1,1,0.2,0.8
Candida biofilm,6,/,6,6,10,-2,-1,6,3,4

Of the compounds above, eight contain an aryl methoxy group:
(2) COc1ccc(C2=NOC(C(=O)Nc3c(C)n(C)n(-c4ccccc4)c3=O)C2)cc1 (stereo unspecified)
(4) COc1ccc(/C=N/NC(=O)c2ccn[nH]2)cc1COc1ccc(Cl)cc1
(6) COc1cc(/C=N/NC(N)=S)ccc1OCC(=O)Nc1ccc(C)c(C)c1
(7) COc1ccc(N(CC(=O)Nc2cccc(C)c2)S(=O)(=O)c2c(C)n[nH]c2C)cc1
(19) CCCCOC(=O)Nc1nc2ccc(OC)cc2s1
(27) COc1ccnc(Oc2ccc(F)cc2)c1C(=O)N/C=N/OCc1ccc(Cl)cc1Cl
(35) C=C(C)COc1ccc(-c2nc(N)nc(C)c2Oc2ccccc2OC)c(O)c1
(36) COc1cccc(C2C(C(=O)c3sc(C)nc3C)=C(O)C(=O)N2CCN(C)C)c1OC (stereo unspecified)

Compound,2,4,6,7,19,27,35,36
CYP2C19 inhib,-13,37,-10,95*,-1,9,17,2
hDAT+cocaine,-0.48,1,0.043,0.0094,-0.24,-0.66,0.18,/
CYP2C9 inh,-6,38,-8,79*,12,25,24,-5
IL1B cytotox,6,/,-13,-9,-6,-12,-30,/
VCAM1 TNFa inh,12,6,8,11,4,12,10,/
TNFa cytotox,-19,-6,-21,-19,-6,-34,-25,/
CYP2C9 act,1.1,0.6,1.1,0.2,0.9,0.8,0.8,1.1
CYP2C19 act,1.1,0.6,1.1,0,1,0.9,0.8,1
Candida biofilm,1,/,/,8,8,/,6,1
